D1 PAM: enhances dopamine response at the human D1 receptor; 0.036% of 360,000 active; potentiation, % at 10 µM; HEK293 TREx D1 cells, calcium flux, dopamine EC20 potentiation; P21728; in the data active means potentiation above about 30%; further: 0% is about no effect
Target sequence (P21728 whole entry, looked up): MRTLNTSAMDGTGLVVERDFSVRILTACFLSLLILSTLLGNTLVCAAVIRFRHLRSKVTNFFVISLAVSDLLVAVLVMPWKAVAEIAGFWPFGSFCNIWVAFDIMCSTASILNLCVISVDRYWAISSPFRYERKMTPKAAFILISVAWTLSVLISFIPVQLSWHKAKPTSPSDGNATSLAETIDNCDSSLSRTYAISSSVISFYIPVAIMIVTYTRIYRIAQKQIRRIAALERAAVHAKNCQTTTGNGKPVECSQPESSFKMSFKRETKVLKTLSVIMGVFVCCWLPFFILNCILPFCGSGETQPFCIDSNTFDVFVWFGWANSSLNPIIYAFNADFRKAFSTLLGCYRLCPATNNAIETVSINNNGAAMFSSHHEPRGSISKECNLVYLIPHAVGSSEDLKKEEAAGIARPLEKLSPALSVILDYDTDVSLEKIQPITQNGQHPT
Vif-APOBEC3F blk: inhibitors of Vif-A3F interaction; Potency, µM (top dose mostly 46.1 µM), without a hit: at the top dose activity, negative = active; HeLa A3F-eYFP + Vif (tagged APOBEC3F with the HIV-1 protein that degrades it), YFP fluorescence increase; 0.2% of 390,000 active; further: potency means the concentration at half of the fitted maximal effect; % of control where 0% means no effect; nearly all actives have a fitted effect of over 65% in size
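HeLa cells stably expressing Vif plus C-terminally eYFP-tagged A3F were seeded, incubated overnight at 37 deg C, dosed with compound, incubated overnight again at 37 deg C. Yellow fluorescence (Ex 488/Em 500-530) reported blocked Vif-mediated A3F-eYFP degradation.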
Vif-APOBEC3G blk: inhibitors of Vif-APOBEC3G interaction. Q9HC16. HeLa A3G-eYFP + Vif (tagged APOBEC3G with the HIV-1 protein that degrades it), YFP fluorescence, overnight. Potency, µM (titrated, usually from 46.1 µM), for inactives: at the highest dose activity, negative = active, hits mostly inhibitors. 0.076% of 410,000 active. AID 602310;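 further: potency means the concentration at half of the fitted maximal effect; on the % scale 0 is the no-effect control and ±100 the full control effect; nearly all actives have a fitted effect of over 60% in size; hits raise eYFP signal because A3G escapes Vif-driven loss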
Target sequence (Q9HC16 whole entry, looked up): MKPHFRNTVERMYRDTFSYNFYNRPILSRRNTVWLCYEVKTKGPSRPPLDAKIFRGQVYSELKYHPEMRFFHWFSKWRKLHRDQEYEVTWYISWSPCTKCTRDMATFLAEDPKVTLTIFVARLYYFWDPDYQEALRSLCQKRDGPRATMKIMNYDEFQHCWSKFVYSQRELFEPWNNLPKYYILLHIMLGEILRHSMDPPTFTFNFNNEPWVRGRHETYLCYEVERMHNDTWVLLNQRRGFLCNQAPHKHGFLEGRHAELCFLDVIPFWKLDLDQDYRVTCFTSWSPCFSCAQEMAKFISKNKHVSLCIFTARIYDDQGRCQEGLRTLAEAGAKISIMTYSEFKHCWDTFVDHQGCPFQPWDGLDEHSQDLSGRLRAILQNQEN
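Read-out is eYFP fluorescence (Ex 488/Em 500-530) from Vif-expressing HeLa A3G-eYFP cells; more signal means A3G escaped Vif-mediated degradation. Cells plated overnight, compound pinned in, incubated overnight at 37 deg C.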
D1 agonist: human D1 receptor agonism. 1% of 360,000 active. HEK293 T-REx D1 cells, calcium flux, agonist mode. activation, % at 2 µM. AID 504660. P21728; in the data active means activation above about 30%; further: 0% is about no effect
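Tetracycline-induced HEK293 TREx D1 cells, force-coupled to calcium signalling, were dye-loaded with a no-wash calcium kit. Compound was pin-added after a 10 s baseline. Fluorescence was read kinetically at 1 cycle/s for 180 s, with calcium rises flagged as agonism.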
LDHA inh: blocks human lactate dehydrogenase A; P00338; purified LDHA, NADH/diaphorase-resazurin fluorescence; active compounds read low; activity change, % (values are at about 110 or 230 µM); 0.15% of 480,000 active; in the data active means activity change below about -30%; inconclusive means mostly about -25% to -30%;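 further: plate controls were DMSO wells for no effect and wells without enzyme for full effect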
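Human LDH5 (2 nM) was incubated with 0.06 mM NADH and 0.2 mM pyruvate for 5 min at room temperature in Tris pH 7.4. Remaining NADH was coupled through diaphorase/resazurin, and resorufin fluorescence was read at 0 and 20 min.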
D1 antagonist: blocks dopamine activation of the human D1 receptor | HEK293 TREx D1 cells, calcium flux, dopamine EC80; active compounds read low | P21728 | activity change, negative = inhibition, % at 10 µM | AID 504652 | 3.2% of 360,000 active; in the data active means activity change below about -30%; further: on the % scale 0 is the no-effect control and ±100 the full control effect
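Compound effects on dopamine-evoked calcium signalling were measured in tetracycline-induced HEK293 Trex D1 cells. Dopamine at EC80 followed a 180 s compound pre-read, and fluorescence was tracked kinetically for 180 s more.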
RXFP1 ag: RXFP1 (human) receptor agonism | Q9HBX9 | HEK293T-RXFP1 cAMP TR-FRET, 30 min; response scale: percent of porcine relaxin response, buffer zero | Potency, µM (titrated, usually from 57.5 µM), without a hit: at the top dose activation, usual class: activators | 0.3% of 370,000 active | AID 2676; further: potency means the concentration at half of the fitted maximal effect; on the % scale 0 is the no-effect control and ±100 the full control effect; nearly all actives have a fitted effect of over 60% in size; many of its hits are not listed in these tables
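HEK293 cells stably expressing RXFP1, treated 30 min at 37C with compounds plus PDE4 inhibitor Ro 20174; cAMP measured by HTRF TR-FRET. Normalized to buffer and 29 nM porcine relaxin; EC50 by Hill fit.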
D2 potentiator: positively modulates the human D2 dopamine receptor allosterically. AID 485347. 0.34% of 340,000 active. potentiation, % at 10 µM. HEK293 T-REx D2, calcium flux, EC20 dopamine potentiation. P14416;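 active means potentiation over 3 SD above the plate norm, cut at about 30% in these data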; further: 0% is about no effect
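Calcium flux readout, no-wash dye, 1 read/s. Inducible HEK293 Trex D2 line, overnight 30 C. Compound alone 180 s (agonist flags), then EC20 dopamine, another 180 s to score potentiation.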
GRP78 ERSR act: ER stress response induction in glioma; U87-MG GRP78 promoter luciferase reporter, 16 h; Potency, µM, for the others: at the top dose activation, most hits filed as activators; 0.02% of 420,000 active; AID 602332; further: potency means the concentration at half of the fitted maximal effect; series mostly up to about 76 µM; % of control where 0% means no effect; nearly all actives have a fitted effect of over 35% in size
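Stably transfected U87-MG human glioma cells carrying a GRP78-based luminescent sensor were seeded at 1000 cells/well, pin-dosed with compounds and incubated 16 h. Luciferase reagent was then added, and end-point luminescence was read after 10 min at room temperature.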
Starred values were filed as active, the others as inactive; ? = inconclusive; nt = no result given; & = joins results of further samples. Unless noted, the call rests on the fitted dose curve; in most records, active means well fitted curve in the direction sought with a large enough effect; inconclusive means small, poorly fitted or top-dose-only effect, or another doubt; inactive means no such curve, though single readings can be large; an effect the other way counts as inactive or inconclusive.

SMILES	D1 PAM	Vif-APOBEC3F blk	Vif-APOBEC3G blk	D1 agonist	LDHA inh	D1 antagonist	RXFP1 ag	D2 potentiator	GRP78 ERSR act
CC(=O)c1ccc(NC(=O)CSc2ccc(-c3ccc4c(c3)OCO4)nn2)cc1	3	0%	0%	-1	1	12	20%	-6	2%
CCCn1c(N)c(C(=O)CSc2ncnc3sccc23)c(=O)n(C)c1=O	2	?	-11%	10	-4	1	?	11	0%
Nc1ccc(-c2ccc(C(=O)O)s2)cn1	-2	0%	-1%	2	1	-2	25%	10	-3%
C/C(CC(=O)Nc1cccc(C(F)(F)F)c1)=N\NC(=O)c1cnccn1	-11	-3%	2%	1	-5	27	1.1%	nt	2%
O=C(NNC(=O)c1ccc(F)cc1)C(=O)N1CCCCC1	-3	5%	2%	2	-6	5	6.1%	0	4%
COc1cccc(/C=C/C(=C2/C(=O)N(c3ccccc3)N=C2C)c2ccccc2)c1OC	-6	-4%	-3%	2	-9	3	-1.0%	16	-6%
COc1ccccc1NC(=O)CN(C)S(=O)(=O)c1ccc2c(c1)c(=O)n(C)c(=O)n2C	-1	0%	2%	0	0	4	25%	5	-1%
Cc1ccc(S(=O)(=O)NCCNC(=O)CN2CCCC2)cc1	0	-2%	3%	-1	-14	3	-0.1%	2	-4%
CC(C)CNC(C)C(=O)Nc1ccc(S(N)(=O)=O)cc1 (stereo not given)	6	-6%	0%	4	-5	-5	0.0%	5	-4%
CC(C)c1ccc(Nc2sc(C(=O)c3ccccc3)c(N)c2S(=O)(=O)c2ccccc2)cc1	0	-13%	-1%	13	-6	8	0.1%	3	0%
Cc1cc(N2CCN(C(=O)c3ccco3)CC2)n2nc(C)nc2n1	-1	-6%	-1%	-3	2	6	2.7%	-10	-5%
NC(=O)c1cc(-c2ccccc2)sc1NC(=O)Cc1ccc(S(=O)(=O)N2CCOCC2)s1	-8	2%	-11%	1	3	6	0.4%	-8	-2%

2 compounds drawn at random from the list so far, as already listed:
SMILES	D1 PAM	Vif-APOBEC3F blk	Vif-APOBEC3G blk	D1 agonist	LDHA inh	D1 antagonist	RXFP1 ag	D2 potentiator	GRP78 ERSR act
CCCn1c(N)c(C(=O)CSc2ncnc3sccc23)c(=O)n(C)c1=O	2	?	-11%	10	-4	1	?	11	0%
COc1ccccc1NC(=O)CN(C)S(=O)(=O)c1ccc2c(c1)c(=O)n(C)c(=O)n2C	-1	0%	2%	0	0	4	25%	5	-1%

Going on with the list:
SMILES	D1 PAM	Vif-APOBEC3F blk	Vif-APOBEC3G blk	D1 agonist	LDHA inh	D1 antagonist	RXFP1 ag	D2 potentiator	GRP78 ERSR act
CC1CCCC(C)N1C(=O)COC(=O)Cc1c[nH]c2ccccc12 (stereo not given)	-8	-10%	1%	2	-6	-1	0.3%	1	-2%
O=C(c1ccc(F)cc1)N1CCN(Cc2ccccc2)CC1	-4	7%	0%	4	-3	-3	3.3%	-8	-4%
COc1cc2c(cc1NC(=O)C(C)Sc1ccc(C)cc1)oc1ccccc12 (stereo not given)	2	0%	0%	7	3	8	-0.2%	12	-3%
Cc1cc(-c2onc(C)c2C(=O)N/N=C/c2ccccc2)no1	0	-13%	-1%	0	0	6	5.2%	7	0%
O=C(Nc1ccc(NC(=O)c2sc3ccccc3c2Cl)cc1Cl)c1ccco1	-5	?	?	5	-3	-6	3.8%	7	6%
CN1CCc2c(sc3c2C(=O)NC(c2ccc(-c4cccc(Cl)c4)o2)N3)C1 (stereo not given)	0	?	?	6	-2	-2	0.9%	nt	-1%
COc1cccc(N/C=C/C(=O)c2ccc(C)cc2)c1	1	2%	-6%	2	-5	-21	0.2%	-2	-2%
NC(=O)C(CCc1nc2ccccc2[nH]1)NS(=O)(=O)c1ccccc1 (stereo not given)	nt	-15%	-3%	nt	-4	nt	nt	nt	0%
CCOc1ccc(S(=O)(=O)c2c[nH]c3ccccc3c2=O)cc1	-7&0	-11%&2%	0%&-8%	2&-1	-7&0	0&-3	?	-12&-3	-3%&-3%
CCOc1ccc(NC(=O)CSC2=Nc3ccccc3C3=NC(CCC(=O)NCc4ccco4)C(=O)N23)cc1 (stereo not given)	-1	-4%	1%	0	-4	-11	16%	-12	-1%
Cc1ccc(C)c(N2CCN(C(=O)Cc3ccc(-n4c(=O)[nH]c5ccsc5c4=O)cc3)CC2)c1	-5	-2%	1%	2	-6	0	-1.0%	19	-4%
Cc1cc(C)c2c(=O)cc(C(=O)Nc3nc4ccc(F)cc4s3)oc2c1	4	-4%	-1%	7	-6	1	11%	0	-2%
CC(C)[C@H](NC(=O)c1ccccc1F)C(=O)OCC(=O)NC(=O)NC1CCCCC1	nt	0%	-1%	nt	-2	nt	nt	nt	-3%
COc1ccc(S(=O)(=O)N2CCC(C(=O)N(CC(C)C)C3CCS(=O)(=O)C3)CC2)cc1OC (stereo not given)	1	3%	-1%	1	-1	1	0.6%	16	-1%
O=C1CC(c2ccccc2)CC(O)=C1C=NCCCO (stereo not given)	-6	nt	-4%	4	1	1	-1.3%	-6	-1%
CC(=O)Nc1ccc(SC[C@H](C)CN2CC[C@H](C(C)(C)C)CCC2=O)cc1	-2	-2%	4%&1%	7	0	-19	0.5%	23	-3%&-1%
CC(C)C(=O)Nc1nnc(-c2ccco2)s1	-3	11%	4%	1	0	-6	7.3%	9	2%
Cc1nc(-c2ccc(S(=O)(=O)Nc3cccc(S(N)(=O)=O)c3)s2)cs1	-2	-2%	2%	2	-7	-5	4.2%	-14	-5%
CC1(c2ccc3c(c2)OCCO3)NC(=O)N(CC(=O)Nc2c(F)cccc2F)C1=O (stereo not given)	-1	2%	3%	3	-10	-12	3.3%	12	-1%
Cc1cccc(C)c1NC(=O)NC1(C(=O)N2CCN3CCCC3C2)CCCCC1 (stereo not given)	-1	0%	1%	3	-6	-10	4.0%	16	-3%
Cc1ccc(C)c(NC(=O)N2CCC(CN3CCOCC3)CC2)c1	2	0%	4%	-1	-5	37	-2.3%	-4	0%
Cc1nnc2n(Cc3ccccc3)c(=O)c3c4c(sc3n12)CN(Cc1ccccc1)CC4	-1	nt	nt	2	nt	-13	3.2%	8	nt
Cc1ccccc1-c1nc(C#N)c(N2CCCCC2)o1	2	17%	-1%	1	-5	7	-0.4%	6	-2%
COC(=O)c1c(NC(=O)COC(=O)c2ccc(Cl)cc2[N+](=O)[O-])sc2c1CCCCC2	-1	0%	1%	0	-4&-9	6	1.3%	-2	-5%
COc1cccc(CNC(=O)C2CCN(S(=O)(=O)c3ccc4c(c3)OCCO4)CC2)c1	-4	5%	-2%	1	1	6	-0.7%	13	-6%
Oc1ccc(N=Nc2ccc3c(c2)OCCO3)c2ncccc12	8	-11%	0%	41*	4	2	1.3%	0	-10%
CCOc1ccccc1N1CCN(C(=O)c2cccs2)CC1	-1	13%	-1%	0	-1	21	0.5%	4	-4%
O=C(COC(=O)c1n[nH]c(=O)c2ccccc12)Nc1ccccc1F	nt	-1%	1%	nt	-4	nt	nt	nt	-3%
CN(C)c1ccc(C2CC(=O)NC3=C2C(=O)CC(C)(C)C3)cc1 (stereo not given)	4	-4%	1%	4	4	-3	2.6%	-7	-6%
COc1ccc(C)cc1NC(=O)CSc1nnc(CC(=O)Nc2cccc(C(F)(F)F)c2)n1C	8	-9%	-1%	1	-6	26	-0.8%	5	-4%
Cc1ccc(C(c2nnnn2C(C)(C)C)N2CCC(C)CC2)cc1 (stereo not given)	-3	-2%	-3%	1	6	4	-0.2%	2	1%
CCCSCCCNC(=O)c1ccc2c(c1)nc1n2CCCCC1	-4	0%	0%	-1	-2	-17	7.0%	-5	-3%
COc1cc(OC)cc(C(=O)NNC(=O)c2cc(=O)[nH]c3ccccc23)c1	5	-1%	1%	3	-2	9	0.7%	0	-1%
CCOc1ccccc1C1CC(c2ccc(Cl)cc2)Nc2nc(N)nn21 (stereo not given)	6	-2%	-11%	3	-2	14	3.3%	5	-1%
N#Cc1nc(COc2ccccc2)oc1NCCN1CCOCC1	-3	-1%	1%	1	3	-13	1.4%	-1	1%
C[C@@H]1CN([C@@H](C)CO)C(=O)CCCn2nncc2CO[C@H]1CN(C)S(=O)(=O)c1cccc(F)c1	nt	-5%	-3%	nt	-22	nt	nt	nt	1%
Cc1ccc(N2CC(O)(c3cccs3)[N+]3=C2CCCC3)cc1 (stereo not given)	-2	1%	0%	3	-3	23	0.5%	-16	-1%
COc1cc(C(=O)OCC(=O)Nc2ccc(C(C)=O)cc2)ccc1OCC(=O)N1CCOCC1	3	0%	0%	0	-4	1	-0.8%	nt	1%
O=C1c2ccc(Oc3cccc([N+](=O)[O-])c3)cc2C(=O)N1c1ccccn1	-4	6%	3%	2	1	-8	0.0%	16	-3%
CCC1(c2ccccc2)NC(=O)N(CC(=O)N(C)CC(=O)Nc2ccc(F)c(F)c2F)C1=O (stereo not given)	-4	?	0%	1	-11	9	0.2%	-9	0%
COc1ccccc1-n1c(O)c(C=NCc2ccccn2)c2ccccc2c1=O	3	-2%	-2%	1	1	9	-0.8%	0	1%
COC(=O)c1sccc1NC(=O)c1ccnn1C	-2	3%	4%	0	0	3	0.8%	-1	3%
Cn1c(C(=O)NCc2ccccc2F)cc2oc3ccccc3c21	-8	nt	nt	3	-1	-57*	2.1%	-4	nt
CCOC(=O)c1cc(S(=O)(=O)N2CCN(c3ccccc3OC)CC2)cn1C	-5	-13%	-1%	3	-2	-12	-0.9%	nt	-6%
Cc1cc(Br)ccc1SCC(=O)OCC(=O)Nc1ccccc1C#N	-7	3%	-4%	8	4	2	-1.0%	1	-6%
COc1ccc(C(=O)c2coc3c2C(=O)C(=O)c2ccccc2-3)cc1	0	-3%	-12%	2	38	11	-1.1%	-4	-1%
COc1ccc(CN2CCCN(CC(=O)Nc3ccc4c(c3)OCCO4)S2(=O)=O)cc1	-1	0%	0%	2	-1	-16	3.1%	1	-2%
S=C(NCCc1ccccc1)NCc1ccccc1Cl	-5	-5%	2%	6	-6	-30	0.0%	-26	4%

These rows are one share of the data. The share of hits here may be higher or lower than overall.
